Assay outcomes: PubChem BioAssay, several laboratories
KCNK3 block: human KCNK3 channel inhibition, primary screen; CHO-KCNK3 thallium flux, FluxOR fluorescence; hits give low values; B-score at 10 µM; 340,000 compounds, 0.84% hits;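 active means B-score under library mean minus 4 SD, starting fluorescence ratio at most library mean plus 5 SD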;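 further: more negative B-score means stronger inhibition of thallium flux through KCNK3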
Target sequence (O14649 whole entry, looked up): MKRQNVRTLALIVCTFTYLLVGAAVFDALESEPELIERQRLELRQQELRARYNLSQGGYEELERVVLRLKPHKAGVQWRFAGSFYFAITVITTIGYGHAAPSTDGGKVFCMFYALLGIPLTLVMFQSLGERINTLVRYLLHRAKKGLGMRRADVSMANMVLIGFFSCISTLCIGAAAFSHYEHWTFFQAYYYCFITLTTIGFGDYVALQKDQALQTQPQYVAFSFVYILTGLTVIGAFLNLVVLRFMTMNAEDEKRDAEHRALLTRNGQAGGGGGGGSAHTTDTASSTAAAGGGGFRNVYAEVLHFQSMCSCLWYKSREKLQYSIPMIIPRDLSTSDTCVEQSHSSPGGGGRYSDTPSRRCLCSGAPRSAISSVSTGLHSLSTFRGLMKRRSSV
GSK3A inh: blocks human GSK-3 alpha kinase | inhibition, % at 10 µM | AID 2650 | ADP-Glo luminescence, 60 min | 320,000 compounds, 0.1% hits | P49840;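 in the data active means inhibition above about 50%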;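 further: GST-tagged GSK-3 alpha with peptide substrate and 25 µM ATP; 0% = DMSO neutral wells and 100% = GW8510 positive control wells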
HDAC3 inhib: human HDAC3 inhibition | O15379 | recombinant HDAC3, fluorogenic peptide/trypsin coupled, fluorescence | inhibition, % at 8.3 µM | 320,000 compounds, 0.15% hits | AID 2718; in the data active means inhibition above about 26%, passing the limit was not always enough
Target sequence (O15379 whole entry, looked up): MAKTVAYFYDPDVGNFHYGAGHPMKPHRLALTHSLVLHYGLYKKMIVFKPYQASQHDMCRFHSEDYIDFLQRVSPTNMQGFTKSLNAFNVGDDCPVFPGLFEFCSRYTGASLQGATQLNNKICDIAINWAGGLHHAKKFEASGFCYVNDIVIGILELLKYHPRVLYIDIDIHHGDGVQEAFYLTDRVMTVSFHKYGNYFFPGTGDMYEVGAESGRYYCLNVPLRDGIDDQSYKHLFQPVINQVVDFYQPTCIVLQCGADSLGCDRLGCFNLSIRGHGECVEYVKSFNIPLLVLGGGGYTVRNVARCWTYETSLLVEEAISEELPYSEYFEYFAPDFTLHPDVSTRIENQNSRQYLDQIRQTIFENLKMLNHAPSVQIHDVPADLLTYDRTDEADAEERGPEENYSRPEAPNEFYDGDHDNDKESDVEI
An asterisk follows results filed as active. An excerpt (hit frequency here may not be typical).

Start of the listing, in advance:
What do the screens show for `CC(C)C(=O)Nc1ccc(C(=O)CSc2nnc(C3CC3)n2C2CC2)cc1`?
KCNK3 block: inactive; GSK3A inh: 0; HDAC3 inhib: -7

How did CC(C)(C)c1ccc(C(=O)NCC(=O)NCc2ccccn2)cc1 do in these assays?
KCNK3 block: inactive; GSK3A inh: 0; HDAC3 inhib: 4

What do the screens show for `COc1cc(C(=O)NNC(=O)CCOc2ccccc2C)cc(OC)c1OC`?
KCNK3 block: inactive; GSK3A inh: -1; HDAC3 inhib: 6

How did O=C(COC(=O)c1ccccc1C(F)(F)F)NC(=O)NCc1ccco1 do in these assays?
KCNK3 block: inactive; GSK3A inh: -2; HDAC3 inhib: 7

This part in full, from the first entry:
What do the screens show for `CC(C)C(=O)Nc1ccc(C(=O)CSc2nnc(C3CC3)n2C2CC2)cc1`?
KCNK3 block: inactive; GSK3A inh: 0; HDAC3 inhib: -7

How did CC(C)(C)c1ccc(C(=O)NCC(=O)NCc2ccccn2)cc1 do in these assays?
KCNK3 block: inactive; GSK3A inh: 0; HDAC3 inhib: 4

What do the screens show for `COc1cc(C(=O)NNC(=O)CCOc2ccccc2C)cc(OC)c1OC`?
KCNK3 block: inactive; GSK3A inh: -1; HDAC3 inhib: 6

How did O=C(COC(=O)c1ccccc1C(F)(F)F)NC(=O)NCc1ccco1 do in these assays?
KCNK3 block: inactive; GSK3A inh: -2; HDAC3 inhib: 7

How did CC(=O)N/C(=C\c1ccccc1)C(=O)OCC(=O)N(C)C1CCS(=O)(=O)C1 (configuration not stated) do in these assays?
KCNK3 block: inactive; GSK3A inh: -2; HDAC3 inhib: -1

How did CC1Cc2ccccc2N1CC(=O)Nc1ccc2c(c1)OCCCO2 (configuration not stated) do in these assays?
KCNK3 block: inactive; GSK3A inh: -1; HDAC3 inhib: 4

How did O=P(O)(OCc1ccccc1)OCc1ccccc1 do in these assays?
KCNK3 block: inactive; GSK3A inh: -4; HDAC3 inhib: 1

What do the screens show for `O=C(Cn1ccccc1=O)Nc1ccc(Cl)c(S(=O)(=O)N2CCCCC2)c1`?
KCNK3 block: inactive; GSK3A inh: -2; HDAC3 inhib: -4

Results for CS(=O)(=O)c1ccc(Cl)c(C(=O)Nc2ccc3nc(N4CCOCC4)sc3c2)c1 ?
KCNK3 block: inactive; GSK3A inh: -2; HDAC3 inhib: 5

How did COc1ccc(CNC(=O)c2cc(S(=O)(=O)N3CCCCC3)ccc2Cl)cc1OC do in these assays?
KCNK3 block: inactive; GSK3A inh: -3; HDAC3 inhib: -4

What do the screens show for `Cc1ccc(S(=O)(=O)N2CCN(CC(=O)Nc3ccnn3C3CCCC3)CC2)cc1`?
KCNK3 block: inactive; GSK3A inh: 0; HDAC3 inhib: -3

How did CC(Oc1cccnc1[N+](=O)[O-])C(=O)Nc1cccc(Cl)c1 (configuration not stated) do in these assays?
KCNK3 block: inactive; GSK3A inh: 0; HDAC3 inhib: 6

Results for CC(C)[C@H](NC(=O)c1ccccc1Cl)C(=O)Nc1ccc(S(=O)(=O)Nc2nccs2)cc1 ?
KCNK3 block: inactive; GSK3A inh: 0; HDAC3 inhib: -5

Results for O=C(COC(=O)CNC(=O)C1CCCCC1)Nc1ccc(F)c([N+](=O)[O-])c1 ?
KCNK3 block: inactive; GSK3A inh: -3; HDAC3 inhib: 1

What do the screens show for `CC(=O)NC(CC(=O)OCC(=O)Nc1cc(S(=O)(=O)N2CCCCC2)ccc1C)c1ccccc1` (configuration not stated)?
KCNK3 block: inactive; GSK3A inh: -2; HDAC3 inhib: 2

How did Nc1cc2c(cc1Cl)N(Cc1ccccc1)C(=O)CO2 do in these assays?
KCNK3 block: inactive; GSK3A inh: 0; HDAC3 inhib: 0

What do the screens show for `CN1CCN(S(=O)(=O)c2cccc(C(=O)N3CCN(c4ccccc4F)CC3)c2)CC1`?
KCNK3 block: inactive; GSK3A inh: -1; HDAC3 inhib: 3

Results for CC1(C)NC(=O)N(CCC(=O)Nc2cc(C(F)(F)F)ccc2Cl)C1=O ?
KCNK3 block: inactive; GSK3A inh: -3; HDAC3 inhib: 6

How did COCCOC(=O)c1c(NC(=O)COC(=O)c2ccc(C)o2)sc(C(N)=O)c1C do in these assays?
KCNK3 block: inactive; GSK3A inh: 0; HDAC3 inhib: -5

What do the screens show for `COc1cc(C(=O)NCC(=O)NCCCSc2ccccc2)cc(OC)c1OC`?
KCNK3 block: inactive; GSK3A inh: -1; HDAC3 inhib: -6

How did C=CCn1c(SCC(=O)Nc2cc(C)on2)nnc1-c1ccccc1F do in these assays?
KCNK3 block: inactive; GSK3A inh: 0; HDAC3 inhib: -1

What do the screens show for `O=C(OCC(=O)c1ccccc1)C1=NN(c2ccccc2)C(=O)CC1`?
KCNK3 block: inactive; GSK3A inh: -3; HDAC3 inhib: 1

What do the screens show for `CCOC(=O)C(C)C(C)=O` (configuration not stated)?
KCNK3 block: inactive; GSK3A inh: -1; HDAC3 inhib: 0

What do the screens show for `O=C1CCN(S(=O)(=O)c2cc(C(F)(F)F)ccc2Cl)CC1`?
KCNK3 block: inactive; GSK3A inh: 3; HDAC3 inhib: 2

Results for O=C(CCN1C(=O)C2CC=CCC2C1=O)Nc1nc(-c2ccc(F)c(F)c2)cs1 (configuration not stated) ?
KCNK3 block: inactive; GSK3A inh: -2; HDAC3 inhib: 8

How did Cc1ccc(S(=O)(=O)NCCC(=O)NC2CCCCCC2)cc1C do in these assays?
KCNK3 block: inactive; GSK3A inh: -6; HDAC3 inhib: 3

How did Cc1ccccc1C(=O)NC(CC(C)C)C(=O)NCC(C)(C)N1CCOCC1 (configuration not stated) do in these assays?
KCNK3 block: inactive; GSK3A inh: -1; HDAC3 inhib: 7

How did Cc1ccsc1CN(C)C(=O)CN1C(=O)NC2(CCCCC2C)C1=O (configuration not stated) do in these assays?
KCNK3 block: inactive; GSK3A inh: 7; HDAC3 inhib: -3

How did CCN(CC(=O)Nc1ccc2c(c1)OCCO2)C(=O)c1ccc(CS(C)(=O)=O)cc1 do in these assays?
KCNK3 block: inactive; GSK3A inh: 1; HDAC3 inhib: 2

How did COc1ccc(CNC(=O)CN(C)S(=O)(=O)c2ccc3c(c2)OCCO3)cc1OC do in these assays?
KCNK3 block: inactive; GSK3A inh: -1; HDAC3 inhib: -3

Results for O=C(COC(=O)Cc1c[nH]c2ccccc12)Nc1ccccc1C(F)(F)F ?
KCNK3 block: inactive; GSK3A inh: -2; HDAC3 inhib: 9

What do the screens show for `Cc1ccc(-c2csc3ncnc(N4CCN(S(=O)(=O)c5cccs5)CC4)c23)cc1`?
KCNK3 block: inactive; GSK3A inh: 9; HDAC3 inhib: 0

How did CC(NC(=O)CN(Cc1ccccc1)S(=O)(=O)c1ccccc1)c1cccnc1 (configuration not stated) do in these assays?
KCNK3 block: inactive; GSK3A inh: 0; HDAC3 inhib: -1

How did Cc1cc(C(=O)NNC(=O)c2ccc(Cl)c(S(N)(=O)=O)c2)c(C)o1 do in these assays?
KCNK3 block: inactive; GSK3A inh: -2; HDAC3 inhib: 5

What do the screens show for `O=C(Nc1cccc(C(F)(F)F)c1)C1CC(=O)N(CCc2ccccc2)C1` (configuration not stated)?
KCNK3 block: inactive; GSK3A inh: -3; HDAC3 inhib: 9

Results for C=C(C)[C@H]1CC=C(C)C(=O)C1 ?
KCNK3 block: inactive; GSK3A inh: -4; HDAC3 inhib: -2

How did O=S(=O)(NCCOc1ccccc1F)c1cccc(Br)c1 do in these assays?
KCNK3 block: inactive; GSK3A inh: -2; HDAC3 inhib: 11

What do the screens show for `O=S(=O)(c1ccc(SCCOc2cccc(Br)c2)nc1)N1CCCC1`?
KCNK3 block: inactive; GSK3A inh: -4; HDAC3 inhib: -1

What do the screens show for `CCOc1ccccc1OCC(=O)Nc1cc(C)on1`?
KCNK3 block: inactive; GSK3A inh: -3; HDAC3 inhib: 1

What do the screens show for `O=C(COC(=O)/C=C/c1ccccc1)NC(=O)NC1CCCCC1`?
KCNK3 block: inactive; GSK3A inh: -2; HDAC3 inhib: 5

What do the screens show for `CCCn1c(N)c(C(=O)CSc2n[nH]c(-c3ccccc3F)n2)c(=O)n(C)c1=O`?
KCNK3 block: inactive; GSK3A inh: -2; HDAC3 inhib: 1

What do the screens show for `CCOC(=O)C1CCCN(C(=O)c2ccc3[nH]c4c(c3c2)CC(C)CC4)C1` (configuration not stated)?
KCNK3 block: inactive; GSK3A inh: 8; HDAC3 inhib: 4

What do the screens show for `Cc1cccc(C(C)C)c1NC(=O)COC(=O)c1cc2ccccc2oc1=O`?
KCNK3 block: inactive; GSK3A inh: -1; HDAC3 inhib: 7

Results for CC(Sc1ccc(S(=O)(=O)N(C)C)cn1)C(=O)NC1CCCC1 (configuration not stated) ?
KCNK3 block: inactive; GSK3A inh: -1; HDAC3 inhib: -1

How did CCOc1ccc(CN2C(=O)c3ccccc3C2=O)cc1C(=O)NC1CC(C)(C)NC(C)(C)C1 do in these assays?
KCNK3 block: inactive; GSK3A inh: -1; HDAC3 inhib: -4

How did COc1ccc(S(=O)(=O)Nc2ccccc2N2CCOCC2)cc1OC do in these assays?
KCNK3 block: inactive; GSK3A inh: -5; HDAC3 inhib: 1

Results for COc1ccc(C(=O)Nc2cccc(S(=O)(=O)NC3=NCCC3)c2)cc1OC ?
KCNK3 block: inactive; GSK3A inh: 3; HDAC3 inhib: -1

What do the screens show for `O=C(O)COc1ccccc1C=NNC(=O)c1ccccc1NS(=O)(=O)c1cccs1`?
KCNK3 block: inactive; GSK3A inh: -9; HDAC3 inhib: 2

Brought forward from above: 3 compounds, then new ones.
How did COc1ccc(S(=O)(=O)Nc2ccccc2N2CCOCC2)cc1OC do in these assays?
KCNK3 block: inactive; GSK3A inh: -5; HDAC3 inhib: 1

Results for COc1ccc(C(=O)Nc2cccc(S(=O)(=O)NC3=NCCC3)c2)cc1OC ?
KCNK3 block: inactive; GSK3A inh: 3; HDAC3 inhib: -1

What do the screens show for `O=C(O)COc1ccccc1C=NNC(=O)c1ccccc1NS(=O)(=O)c1cccs1`?
KCNK3 block: inactive; GSK3A inh: -9; HDAC3 inhib: 2

Results for COc1ccc(C2=NN(C(=O)CSc3nccn3C)C(c3ccco3)C2)cc1 (configuration not stated) ?
KCNK3 block: inactive; GSK3A inh: 0; HDAC3 inhib: 0

Results for Nn1c(SCC(=O)Nc2nccs2)nnc1-c1cccnc1 ?
KCNK3 block: inactive; GSK3A inh: 16; HDAC3 inhib: 1

How did Cc1ccc(S(=O)(=O)N2CCCCC2)cc1NC(=O)Cc1cccs1 do in these assays?
KCNK3 block: inactive; GSK3A inh: 1; HDAC3 inhib: -4

What do the screens show for `CN(CC(=O)Nc1ccccc1Cl)C(=O)c1ccc(N2CCCCCC2)c([N+](=O)[O-])c1`?
KCNK3 block: inactive; GSK3A inh: 11; HDAC3 inhib: 2

How did COc1cc(C(=O)NNC(=O)C2CSC3(C)CCC(=O)N23)cc(OC)c1OC (configuration not stated) do in these assays?
KCNK3 block: inactive; GSK3A inh: 26; HDAC3 inhib: 1

Results for CCN(C(=O)COC(=O)c1ccc(=O)n(Cc2ccccc2)n1)C1CCCCC1 ?
KCNK3 block: inactive; GSK3A inh: -4; HDAC3 inhib: 1

Results for O=C(/C=C/c1ccc(OC(F)F)cc1)OCC(=O)N1CCC(c2ccccc2)=N1 ?
KCNK3 block: inactive; GSK3A inh: -1; HDAC3 inhib: 4

Results for COc1ccc(NC(=O)COC(=O)CN2C(=O)NC(C)(C)C2=O)cc1 ?
KCNK3 block: inactive; GSK3A inh: -2; HDAC3 inhib: 1

What do the screens show for `CC(=O)c1cccc(NC(=O)C(C)OC(=O)CN2C(=O)NC(C)(C)C2=O)c1` (configuration not stated)?
KCNK3 block: inactive; GSK3A inh: 0; HDAC3 inhib: 3

Results for CC(C)Oc1ccc(S(=O)(=O)N2CCCCC2)cc1NC(=O)CN1CCCC1c1cccs1 (configuration not stated) ?
KCNK3 block: inactive; GSK3A inh: -2; HDAC3 inhib: 12

What do the screens show for `C[C@]12C=C[C@H](O)CC1=CCC1C2CC[C@@]2(C)C1CCC21OCCO1` (some centres not stated)?
KCNK3 block: inactive; GSK3A inh: -7; HDAC3 inhib: -4

How did CCOc1ccc(OCC(=O)OCC(=O)NCC2CCCO2)cc1 (configuration not stated) do in these assays?
KCNK3 block: inactive; GSK3A inh: 0; HDAC3 inhib: -1

How did Cc1ccc(NC(=O)CNc2ccccc2N2CCCC2=O)cc1S(=O)(=O)N1CCCCC1 do in these assays?
KCNK3 block: inactive; GSK3A inh: 0; HDAC3 inhib: 2

How did O=c1cc(-c2ccc(O)cc2)oc2c1ccc1ccccc12 do in these assays?
KCNK3 block: inactive; GSK3A inh: -3; HDAC3 inhib: -4

Results for CC(=O)N1CCN(C(=O)c2ccccc2NS(=O)(=O)c2ccc(F)cc2)CC1 ?
KCNK3 block: inactive; GSK3A inh: 2; HDAC3 inhib: -6

Results for CN(C(=O)c1cc2ccccc2o1)c1c(N)n(Cc2ccccc2)c(=O)[nH]c1=O ?
KCNK3 block: inactive; GSK3A inh: -5; HDAC3 inhib: 5

Results for CC(=O)Nc1ccc(C(=O)OCC(=O)N2CCC(Cc3ccccc3)CC2)cc1 ?
KCNK3 block: inactive; GSK3A inh: 1; HDAC3 inhib: -7

What do the screens show for `Brc1ccccc1-c1ccccc1`?
KCNK3 block: inactive; GSK3A inh: -5; HDAC3 inhib: 5

How did Cc1ccc(S(=O)(=O)N2CCCCC2)cc1NC(=O)c1ccc(Br)o1 do in these assays?
KCNK3 block: inactive; GSK3A inh: -3; HDAC3 inhib: 0

How did CC(C)CCN(C(=O)C1CCCC1)c1c(N)n(Cc2ccccc2)c(=O)[nH]c1=O do in these assays?
KCNK3 block: inactive; GSK3A inh: 1; HDAC3 inhib: 5

What do the screens show for `Cc1cc(Br)ccc1SCC(=O)OCC(=O)Nc1ccc2[nH]c(=O)[nH]c2c1`?
KCNK3 block: inactive; GSK3A inh: 0; HDAC3 inhib: -7
